# Menin MLL FP TR – qHTS Assay for Inhibitors Targeting the Menin-MLL Interaction in MLL Related Leukemias: Competition With Texas Red Labeled MLL-derived Mutant Peptide | O00255 | Menin + Texas Red MLL mutant peptide, fluorescence polarization | Potency, µM (top dose mostly 61.6 µM), inactives show at the highest dose FP activity change, negative = inhibition, usual class: inhibitors | 270,000 compounds, 0.23% hits; active = well fitted inhibition curve with a large enough effect in the polarisation, with a control signal flat, not every such curve was filed as active; inconclusive = small, poorly fitted or top-dose-only effect, or effect the other way, or a change in a side signal; inactive = no such curve, though single readings can be large or run the other way; the % refers to the polarisation; also: potency is read from the fitted curve at half-maximal effect; % of control where 0% means no effect; many of its hits are not listed in these tables
# Target sequence (O00255 whole entry, looked up): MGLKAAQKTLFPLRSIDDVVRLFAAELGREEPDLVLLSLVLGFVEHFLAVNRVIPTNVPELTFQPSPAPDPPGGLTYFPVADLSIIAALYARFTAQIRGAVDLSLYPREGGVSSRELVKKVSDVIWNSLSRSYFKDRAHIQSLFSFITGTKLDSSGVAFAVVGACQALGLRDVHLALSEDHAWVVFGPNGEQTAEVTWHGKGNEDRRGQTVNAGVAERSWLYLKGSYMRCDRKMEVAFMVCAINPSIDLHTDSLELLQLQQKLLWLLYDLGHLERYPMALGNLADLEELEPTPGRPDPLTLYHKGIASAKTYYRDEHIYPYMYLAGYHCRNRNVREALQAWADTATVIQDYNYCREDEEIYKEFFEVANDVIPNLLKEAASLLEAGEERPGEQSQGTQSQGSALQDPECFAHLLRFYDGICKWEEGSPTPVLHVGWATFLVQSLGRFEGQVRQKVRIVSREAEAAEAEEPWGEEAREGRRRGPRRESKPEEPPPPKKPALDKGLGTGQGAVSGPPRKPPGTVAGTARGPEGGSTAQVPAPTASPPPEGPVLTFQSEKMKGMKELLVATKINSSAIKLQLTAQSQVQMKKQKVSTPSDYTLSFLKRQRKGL
# FBPA coupling cs – qHTS Assay for Inhibitors of Fructose-1,6-bisphosphate Aldolase from Giardia Lamblia: Coupling assay counterscreen; coupling enzyme system counterscreen, AmpLite Red fluorescence; activity change, negative = inhibition, % at 58.2 µM, hits read low; 290,000 compounds, 0.67% hits; in the data active = activity change below about -30%; also: % is scaled to controls: 0 for no effect and ±100 for the full control effect
#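 Activity here indicates interference with the coupling reaction, not aldolase inhibition. Compounds at 57.5 uM final met coupling enzymes for 10 min at RT; substrate and AmpLite Red detection followed, with a 525/598 nm fluorescence read after 20 min.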
# Starred values were filed as active, the others as inactive; ? = inconclusive; & = joins results of further samples; [ ] = dose if it differs, or a comment. An excerpt, so the mix of outcomes need not match the whole.
SMILES,Menin MLL FP TR,FBPA coupling cs
CCC1OC(=O)C(C)[C@@H](O[C@H]2C[C@@](C)(OC)C(O)C(C)O2)C(C)[C@@H](O[C@@H]2OC(C)CC(N(C)C)C2O)[C@](C)(O)CC(C)/C(=N\OCOCCOC)[C@H](C)C(O)[C@]1(C)O (stereo partly drawn),1%,2
COc1ccccc1CN1CC[C@@]2(CCCN(C(=O)c3ccncc3)C2)C1,8%,7
C=C(C[C@]1(C(=O)OC)CC2(CC=C(C)C)C(=O)C(C(=O)CC(C)C)=C(O)C(CC=C(C)C)(C1)C2=O)C(=O)OC (stereo partly drawn),0%,3
COc1ccc(-c2cc3ccccc3c(=O)o2)cc1,-1%,-8
Cc1noc(C)c1-c1cncnc1NC1CC1,-13%,0
COc1ccc(C(=O)N2CCC3(CCCN(C(=O)NC(C)C)C3)CC2)cc1,-15%,3
COc1ccc(Oc2ncc3nc(-c4cc(F)cc(F)c4)c(=O)n(C4CC4)c3n2)cc1,0%,2
C=C(C)C(O)/C=C/c1ccccc1OC (stereo not drawn),?,0
COc1cccc(-c2coc3ccc(Br)cc3c2=O)c1,10%,0
CO[C@H]1C([C@@]2(C)O[C@@H]2CC=C(C)C)[C@]2(CC[C@H]1OC(=O)/C=C/C=C/C=C/C=C/C(=O)O)CO2 (stereo partly drawn),3%,2
O=S(=O)(c1ccccc1)N1CCC2(CCN(c3cccc(-c4ccccc4)c3)CC2)CC1,-10%,0
Nc1ncnc2c1[nH]c(=O)n2C1CC(O)C(CO)O1 (stereo not drawn),-9%,0
Cc1noc(C)c1-c1ccc2ncnc(NCc3cccc(C(F)(F)F)c3)c2c1,18%,0
O=C(O)c1ccccc1-c1oc2cc(O)ccc2c(=O)c1Oc1ccccc1,-18%,11
COc1ccc(C2CC(=O)c3ccc(OC)cc3O2)cc1 (stereo not drawn),-7%,3
O=C(CCN1CCCCC1)Nc1ccc2c(c1)C(=O)c1ccc(NC(=O)CCN3CCCCC3)cc1C2=O,1%,-1
CC[C@H](C)[C@H](NC(=O)[C@H](Cc1ccc(O)cc1)NC(=O)[C@@H]1CCCN1C(=O)[C@H](CCCCN)NC(=O)[C@@H](N)CCCCN)C(=O)N[C@@H](CC(C)C)C(=O)O,-14%,-2
COCC(=O)N1CCC[C@@]2(CCN(c3ncccn3)C2)C1,10%,-1
CC(=O)Nc1ccc(C2NC(C(=O)O)CCC2C)cc1 (stereo not drawn),19%[11.7 µM],-3
COc1ccccc1CCn1c(=O)cnc2cncnc21,-7%,1
O=C(c1ccncc1)N1CCC2(CCN(Cc3nccs3)CC2)CC1,0%,-6
CC(=O)OCC1=C(C(=O)O)N2C(=O)C(NC(=O)Cc3cccs3)C2SC1 (stereo not drawn),?,-2
CN1CCN(c2nc(-c3ccoc3)nc3ccccc23)CC1,-8%,-2
C=CCOC(=O)C(C(C)=O)C(NC(=O)OC)c1cccc(C)c1 (stereo not drawn),-2%[11.7 µM],-1
OCCC(O)CO (stereo not drawn),6%&-14%&4%,-2&3&1
COCC(=O)N1CCC2(CC1)CCN(c1ccccc1)CC2,2%,0
CC(C)C[C@@H](CC(=O)N[C@@H](CCC(=O)O)CC(=O)O)NC(=O)[C@@H]1CCCC[C@H]1NC(=O)C[C@@H](NC(=O)C[C@H](Cc1c[nH]c2ccccc12)NC(=O)[C@@H]1CCCC[C@H]1N)C(C)C,-13%,-4
COc1ccc(-n2c(=O)c(CCc3ccccc3)nc3cnc(N4CCN(C)CC4)nc32)cc1,-3%,2
O=S(=O)(c1ccccc1)N1CCC2(CC1)CN(c1ccncc1)C2,-14%,2
COc1ccc(-c2nc3cnc(N(C)C)nc3n(Cc3ccc(F)cc3)c2=O)cc1,21%,-2
CNc1nc(-c2ccccc2Cl)nc2ccccc12,-4%,0
Cc1cnc(CNc2ncncc2-c2cccc(NS(C)(=O)=O)c2)cn1,2%,1
COc1ccc2c(c1)C(=O)[C@H](OC(=O)N[C@H](C)C1CCCCC1)[C@@H](c1ccc(OC)c(Br)c1)O2,2%,1
Cc1noc(C)c1-c1ccc2ncnc(NC3CCCc4ccccc43)c2c1 (stereo not drawn),-19%,0
COc1ccccc1CNc1ncncc1-c1ccc(C(=O)N(C)C)cc1,-6%,0
CCNc1ncc2nc(-c3ccc(OC)cc3)c(=O)n(Cc3cccs3)c2n1,10%,2
Cc1ccc2c(=O)c3ccccc3n(CCCN)c2c1C,-15%&6%,0&2
COc1cccc([C@@H]2Oc3ccc(OC)cc3C[C@H]2O)c1,19%,3
C=C(C(C)=O)C(O)c1ccc(C(F)(F)F)cc1 (stereo not drawn),3%,1
Cc1cccc(CNc2cc(-c3cccnc3)ncn2)c1,0%,5
CC12C=C(/C=C/c3ccc(Br)cc3)C(C)(C1)[C@H](c1ccc(Br)cc1)CC2=O (stereo partly drawn),-4%,2
CCCCCCCCCCCCCCCC(=O)N[C@@H](COP(=O)(O)O)C(=O)O,?,21&4
O=S(=O)(c1ccccc1)N1CCC2(CCN(Cc3ccccc3)CC2)CC1,-7%,2
CO[C@H]1COC(=O)[C@H](Cc2ccccc2)NC(=O)C/C=C\[C@@H](C)[C@H](OC)COC(=O)C/C=C\[C@@H]1C,12%[11.7 µM],4
CN1CCN(c2ncc3nc(-c4cccs4)c(=O)n(CCc4ccccc4)c3n2)CC1,5%,3
CC(C)=CCCC(C)C1CC[C@@]2(C)C3=C(CC[C@@]12C)C1(C)CCC(O)C(C)(C)C1CC3 (stereo partly drawn),-25%,1
CC(C)CC(NC(=O)NC(CCC(=O)O)C(=O)O)C(=O)O (stereo not drawn),25%,0
O=C(NCCCCN1CCOCC1)c1cc2ccccc2o1,-2%,-3
CCCCC#Cc1nc(NC)c2ncn([C@@H]3O[C@@H](CO)[C@H](O)[C@H]3O)c2n1,-4%[24.8 µM],5
CS(=O)(=O)Nc1cccc(-c2cncnc2NCc2cccnc2)c1,-6%,3
# Additional records:
SMILES,Menin MLL FP TR,FBPA coupling cs
CC(C)(C)C(=O)OCOP(=O)(OCOC(=O)C(C)(C)C)C(C)(Oc1ccc(O)cc1)P(=O)(OCOC(=O)C(C)(C)C)OCOC(=O)C(C)(C)C,-20%,12
C=CCOC(=O)N[C@@H](Cc1ccccc1)/C(C(=O)OC)=C(\C)NCc1ccccc1,0%,3
COc1ccc(C#CC2C=CC(OC(C)=O)C(COC(C)=O)O2)cc1 (stereo not drawn),-1%&-3%[11.7 µM],0&2
CC(=O)OC1C=C[C@]2(C)C(CC(OC(C)=O)[C@@]3(C)C4=CC(=O)OC(c5ccoc5)[C@]4(C)CCC23)C1(C)C (stereo partly drawn),-18%,5
C[C@@H]1Nc2ccc(Cl)cc2S(=O)(=O)N1,7%[24.8 µM],0
CO[C@@H](CCO)C[C@H]1O[C@H](C(=O)OC(C)C)CC[C@@H]1C,-14%,0
N#CCCn1c(=O)c(-c2cccc(C#N)c2)nc2cnc(N3CCOCC3)nc21,9%,-1
C[N+](C)(C)CCOP(=O)([O-])OP(=O)(O)OCC1OC(n2ccc(N)nc2=O)C(O)C1O (stereo not drawn),-1%,-1
CC[C@H](C)[C@H](NC(=O)[C@@H]1CCCN1C(=O)[C@H](C)NC(=O)[C@H](CC(N)=O)NC(=O)[C@@H]1CCCN1C(=O)[C@@H]1CCCN1C(=O)[C@H](CCCN=C(N)N)NC(=O)[C@H](Cc1ccc(O)cc1)NC(=O)[C@H](C)NC(=O)[C@@H]1CCCN1C(=O)[C@@H]1CCCN1C(=O)[C@@H](N)[C@@H](C)O)C(=O)N[C@@H](CC(C)C)C(=O)O,8%,0
CNc1ncncc1-c1ccccc1C(F)(F)F,18%,0
CN(C)Cc1ccccc1-c1nccc(NC2CC2)n1,-1%,1
CO[C@@H]1COC(=O)[C@H](Cc2ccccc2)NC(=O)C/C=C\[C@@H](C)[C@H](OC)COC(=O)[C@@H](C)NC(=O)C/C=C\[C@H]1C,4%&-7%[11.7 µM],2&2
CC(C)(N)C(=O)N[C@@H](Cc1cnc[nH]1)C(=O)N[C@H](Cc1ccc2ccccc2c1)C(=O)N[C@H](Cc1ccccc1)C(=O)N[C@@H](CCCCN)C(N)=O,-2%,2
COCCn1c(=O)c(-c2cn(C)c3ccccc23)nc2cnc(Oc3ccccc3)nc21,13%,-4
COc1ccccc1N1CCN(CCCCN2C(=O)CCC2=O)CC1,9%[24.8 µM],1
CCCCCCCCCCCCC/C=C/[C@@H](O)[C@H](CO)NCCCCCCCC,-11%,2
CSCC[C@H](N)C(=O)N[C@@H](C)C(=O)NCC(=O)N[C@@H](CCCN=C(N)N)C(=O)N[C@@H](CO)C(=O)NCC(=O)N[C@@H](CC(=O)O)C(=O)N[C@@H](CO)C(=O)N[C@@H](CC(=O)O)C(=O)N[C@@H](CCC(=O)O)C(=O)N[C@@H](CC(=O)O)C(=O)N[C@@H](CC(C)C)C(=O)N[C@@H](CC(C)C)C(=O)N[C@@H](CCCCN)C(=O)N[C@@H](C)C(=O)N[C@H](C(=O)O)C(C)C,-3%,2
CCCCC/C=C\C/C=C\CCCCCCCC(=O)NCC(=O)O,5%,4
Cc1noc(C)c1C(=O)N1CCC2(CC1)CN(c1ccccn1)C2,4%,1
N[C@H]1CCN(O)C1=O,2%,-1&0
CC(C)c1ccc2c(c1)CCC1C(C)(C(N)=O)CCCC21C (stereo not drawn),-4%,0
Clc1ccccc1-c1nc(NCc2cccs2)c2ccccc2n1,?,3
C=CC(C1=CC(=O)C(OC)=CC1=O)c1ccc(OC)cc1 (stereo not drawn),7%,-40*
C=C(C(C)=O)C(O)c1ccc(Cl)cc1 (stereo not drawn),-2%,0
O=c1c(-c2ccc(Cl)cc2)nc2cnc(N3CCOCC3)nc2n1C[C@H]1CCCO1,-10%,3
COc1cccc(-c2ccc3ncnc(NCc4ccc(OC)cc4OC)c3c2)c1,-5%,0

# Gathered by group: the compounds so far with sulfur (12)
SMILES,Menin MLL FP TR,FBPA coupling cs
O=S(=O)(c1ccccc1)N1CCC2(CCN(c3cccc(-c4ccccc4)c3)CC2)CC1,-10%,0
O=C(c1ccncc1)N1CCC2(CCN(Cc3nccs3)CC2)CC1,0%,-6
CC(=O)OCC1=C(C(=O)O)N2C(=O)C(NC(=O)Cc3cccs3)C2SC1 (stereo not drawn),?,-2
O=S(=O)(c1ccccc1)N1CCC2(CC1)CN(c1ccncc1)C2,-14%,2
Cc1cnc(CNc2ncncc2-c2cccc(NS(C)(=O)=O)c2)cn1,2%,1
CCNc1ncc2nc(-c3ccc(OC)cc3)c(=O)n(Cc3cccs3)c2n1,10%,2
O=S(=O)(c1ccccc1)N1CCC2(CCN(Cc3ccccc3)CC2)CC1,-7%,2
CN1CCN(c2ncc3nc(-c4cccs4)c(=O)n(CCc4ccccc4)c3n2)CC1,5%,3
CS(=O)(=O)Nc1cccc(-c2cncnc2NCc2cccnc2)c1,-6%,3
C[C@@H]1Nc2ccc(Cl)cc2S(=O)(=O)N1,7%[24.8 µM],0
CSCC[C@H](N)C(=O)N[C@@H](C)C(=O)NCC(=O)N[C@@H](CCCN=C(N)N)C(=O)N[C@@H](CO)C(=O)NCC(=O)N[C@@H](CC(=O)O)C(=O)N[C@@H](CO)C(=O)N[C@@H](CC(=O)O)C(=O)N[C@@H](CCC(=O)O)C(=O)N[C@@H](CC(=O)O)C(=O)N[C@@H](CC(C)C)C(=O)N[C@@H](CC(C)C)C(=O)N[C@@H](CCCCN)C(=O)N[C@@H](C)C(=O)N[C@H](C(=O)O)C(C)C,-3%,2
Clc1ccccc1-c1nc(NCc2cccs2)c2ccccc2n1,?,3
